# TRPC4 block: inhibitors of mouse TRPC4 channel, primary screen, Fluo4 calcium, HEK293 TRPC4beta/mu-opioid cells; Short transient receptor potential channel 4 (Mus musculus), Q9QUQ5; DAMGO-evoked Fluo4 calcium flux; active compounds read low; B-score at 10 µM; 0.39% of 300,000 active;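 active means B-score over 3 SD under the library average, no early fluorescence shift, positive overall ratio signal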
#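 Test system – stable TRPC4beta/mu-opioid receptor HEK293 cells · Probe or stimulus – DAMGO, a submaximal dose followed by a maximal one · Dosing – one concentration per compound · Signal – Fluo4 calcium fluorescence by kinetic imaging, 5 s 1 Hz baseline · Evaluation – per-well B score of integrated baseline-normalized Fluo4 ratio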
# AI-2 QS mod: Vibrio harveyi AI-2 quorum sensing modulators, primary screen, JMH597 strain, luminescence/OD600 ratio. Vibrio harveyi JMH597 AI-2 luminescence/OD600 ratio, 9 h; active compounds read low; strain lacks LuxN and CqsS sensors; 0 = neutral-control median. activity change, % at 7.5 µM. 0.4% of 300,000 active. AID 2094, 2009; in the data active means activity change below about -75%, passing the limit was not always enough;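 further: luminescence divided by OD600 gain over 9 h not by final OD600 alone; inactives centre near 13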
# MrgX1 PAM: positive allosteric modulators of MrgX1, primary screen, HEK293 cells, Fluo-4 calcium flux. Mas-related G-protein coupled receptor member X1 (Homo sapiens), Q96LB2. FDSS; active compounds read high. B-score at 10 µM. 0.63% of 310,000 active;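 active means plate-corrected calcium response at least 3 library SD above typical, normal starting fluorescence, not activating the receptor alone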;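 further: compound read alongside a low EC10 to EC30 dose of BAM8-22 agonist; peak minus trough fluorescence over baseline measured at the second addition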
# TRPC4 potent: positive allosteric modulators of TRPC4, primary screen, cell-based, mouse TRPC4beta, HEK293 mu-opioid, Fluo-4 calcium | 0.42% of 310,000 active | DAMGO EC20, Fluo-4 Ca2+ flux; active compounds read high | B-score at 10 µM | Short transient receptor potential channel 4 (Mus musculus), Q9QUQ5 | AID 2227, 2009;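 active means B-score of calcium response area above 5 SD of library B-scores, with initial fluorescence ratio within 5 SD of library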;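 further: B-score of integrated fluorescence ratio over time as area under calcium response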
# TRPC6 act: mouse TRPC6 channel activators, primary screen, cell-based, HEK293, membrane potential dye. Short transient receptor potential channel 6 (Mus musculus), Q61143. HEK293-TRPC6 membrane potential dye fluorescence; active compounds read high. B-score at 10 µM. 0.13% of 310,000 active. AID 2550, 2010;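 active means B-score of the integrated fluorescence ratio above library mean plus 3 SD, and starting fluorescence ratio within library mean plus 5 SD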;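 further: higher score means more depolarization so channel activation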
# Target sequence (Q61143 whole entry, looked up): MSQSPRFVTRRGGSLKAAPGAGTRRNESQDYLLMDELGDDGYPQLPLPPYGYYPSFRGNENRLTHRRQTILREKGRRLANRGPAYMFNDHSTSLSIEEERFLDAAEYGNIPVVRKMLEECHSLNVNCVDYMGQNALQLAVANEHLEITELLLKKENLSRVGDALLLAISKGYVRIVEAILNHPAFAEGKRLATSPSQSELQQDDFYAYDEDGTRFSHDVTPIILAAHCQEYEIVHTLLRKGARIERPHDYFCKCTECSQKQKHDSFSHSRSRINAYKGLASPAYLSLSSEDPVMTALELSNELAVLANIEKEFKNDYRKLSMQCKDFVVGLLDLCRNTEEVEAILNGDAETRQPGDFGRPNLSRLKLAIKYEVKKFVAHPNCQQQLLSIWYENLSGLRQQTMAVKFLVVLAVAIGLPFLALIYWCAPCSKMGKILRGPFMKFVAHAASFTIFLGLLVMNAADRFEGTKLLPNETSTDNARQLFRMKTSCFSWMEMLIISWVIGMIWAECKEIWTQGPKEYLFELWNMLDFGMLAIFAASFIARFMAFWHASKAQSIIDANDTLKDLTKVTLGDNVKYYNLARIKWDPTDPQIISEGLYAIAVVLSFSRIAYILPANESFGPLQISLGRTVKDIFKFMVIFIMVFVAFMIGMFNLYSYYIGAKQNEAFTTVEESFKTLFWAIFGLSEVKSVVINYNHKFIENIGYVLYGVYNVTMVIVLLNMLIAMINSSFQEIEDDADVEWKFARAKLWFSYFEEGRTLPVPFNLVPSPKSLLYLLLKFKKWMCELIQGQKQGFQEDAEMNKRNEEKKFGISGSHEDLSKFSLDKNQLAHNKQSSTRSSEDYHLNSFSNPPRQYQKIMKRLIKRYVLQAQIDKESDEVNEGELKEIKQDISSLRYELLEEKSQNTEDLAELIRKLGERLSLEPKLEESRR
# TRPC6 inh: mouse TRPC6 channel inhibitors, primary screen, cell-based, HEK293, membrane potential dye; Short transient receptor potential channel 6 (Mus musculus), Q61143; ACh-evoked depolarization; active compounds read low; B-score at 10 µM; 1.1% of 310,000 active; AID 2553, 2010;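 active means B-score under library mean minus 3 SD, initial fluorescence not abnormally high, positive integrated signal ratio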;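 further: B-score derived from integrated fluorescence ratio over the kinetic read; more negative B-score means stronger inhibition of depolarization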
# PolyA inhibitor: polyadenylation inhibitors in yeast reporter cells, primary screen, luminescence, S. cerevisiae | calls only at 12 µM | S. cerevisiae SKY197-pL101 polyadenylation reporter, beta-gal luminescence; efflux-impaired pdr1/pdr3 knockout yeast; score 100 = 6 SD above DMSO | 0.02% of 300,000 active | AID 1875, 2009;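 active means lowest replicate activity score at least 50, where 100 means six control SD above control mean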;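 further: yeast exposed to compound for 9 h at 30 °C; higher score means more reporter readthrough which indicates perturbed polyadenylation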
# MrgX1 antag: antagonists of human MrgX1 receptor, primary screen, HEK293 cells, Fluo-4 calcium flux; Mas-related G-protein coupled receptor member X1 (Homo sapiens), Q96LB2; BAM8-22 antagonism; active compounds read low; B-score at 10 µM; 1.3% of 310,000 active;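 active means calcium-response B-score plate-corrected more than 3 library SD below zero, starting fluorescence within 5 deviations, no agonist response on first addition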;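 further: peak minus trough fluorescence over baseline after final BAM8-22 challenge near maximal dose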
# HIF act: HIF pathway transcriptional activators, primary screen, cell-based, U2OS HRE-luciferase, luminescence; U2OS HRE-luciferase reporter; normalized: DMSO 0%, desferrioxamine 100%; activation, % at 7.5 µM (by protocol); 0.32% of 300,000 active; AID 1910, 2009;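 active means mean activation of at least 10% of the iron chelator positive control signal, with at least half of replicates also reaching 10%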
# MrgX1 ag: agonists of human MrgX1 receptor, primary screen, HEK293 cells, Fluo-4 calcium flux | Fluo-4 calcium fluorescence, agonist mode; active compounds read high | B-score at 10 µM | 0.44% of 310,000 active | AID 588627, 2011;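 active means calcium response B-score plate-corrected fluorescence ratio at least 3 library SD, with starting fluorescence B-score inside 5 SD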
#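 Assay system: MrgX1-expressing HEK293 cells / Amount: fifteen thousand cells per well / Doses: test compound in the initial addition of three / Timing: cells plated overnight, dye loaded 0.5 h 37 °C, 0.5 h room temperature / Technique: kinetic calcium dye fluorescence, Fluo-4 NW / Control set: positive and negative controls per plate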
# TRPC4 agonist: activators of mouse TRPC4 channel, primary screen, Fluo4 calcium, HEK293 TRPC4beta/mu-opioid cells. Short transient receptor potential channel 4 (Mus musculus), Q9QUQ5. AID 2237, 2010. 0.49% of 310,000 active. Fluo4 calcium fluorescence; active compounds read high. B-score at 10 µM;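 active means B-score above 5 SD of library B-scores, and initial fluorescence ratio not above library mean plus 5 SD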;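 further: positive B-score marks a calcium rise read as TRPC4 activation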
#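 Technique: kinetic Fluo4 calcium fluorescence; Test system: TRPC4beta and mu-opioid receptor HEK293 stable cells; Measure: B-scored integrated calcium fluorescence ratio; Benchmarks: low control buffer alone, high control maximal DAMGO; Schedule: 45 min room-temperature Fluo4 loading, 110 s read.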
# Starred values were filed as active, the others as inactive; i = inactive; . = not tested or not shown. This is a subset, so the mix of outcomes need not match the whole.
mol,AI-2 QS mod,MrgX1 PAM,TRPC4 block,MrgX1 antag,PolyA inhibitor,MrgX1 ag,TRPC6 act,TRPC6 inh,HIF act,TRPC4 potent,TRPC4 agonist
O=C(Nc1ccc(N2CCN(C(=O)c3ccco3)CC2)cc1)c1ccc2c(c1)OCO2,23,i,i,i,i,i,i,i,0.1,i,i
CCN(CC)CCn1c(=S)[nH]c2ncccc2c1=O,14,i,i,i,i,i,i,i,0.2,i,i
O=C(O)c1ccc(CSc2nnc(-c3ccccc3Cl)n2-c2ccccc2)cc1,17,i,i,i,i,i,i,i,-0.2,i,i
Cc1cc(-c2ccc(C)c(S(=O)(=O)N3CCN(c4ccccn4)CC3)c2)on1,6,i,i,i,i,i,i,i,0.4,40*,i
CC(C)(C)CC(=O)O/N=C(\N)c1ccccn1,7,i,i,i,i,i,i,i,0.0,i,i
Cc1ccc(C(=O)Nc2cc(Cl)ccc2Oc2ccccc2)cc1[N+](=O)[O-],2,i,i,i,i,i,i,i,0.1,i,i
NCCCCCc1nnc(SC/C=C/c2ccccc2)o1,10,i,i,i,i,i,i,-5.5*,-0.4,i,i
CCc1c(C)sc(NC(=O)c2cccs2)c1C(N)=O,17,i,i,i,i,i,i,i,2.6,i,i
Cc1c(NC(=O)CSc2nnc(-c3ccncc3)o2)c(=O)n(-c2ccccc2)n1C,14,i,i,i,i,i,i,i,-0.6,i,i
CCn1c(CNC(=O)c2ccc(Cl)cc2)nnc1SCC(=O)NC1=NCCS1,6,i,i,i,i,i,i,i,-0.3,i,i
O=C(Nc1cnccn1)Nc1cccc(Cl)c1Cl,23,i,i,i,i,i,i,i,0.0,i,i
Cc1nn(C)c(Cl)c1CN1CCC(Oc2ccc(C(=O)N3CCCC3)cc2)CC1,14,i,i,i,i,i,i,i,0.2,i,i
COc1ccc(CC(=O)c2ccc(OC3OC(CO)C(O)C(O)C3O)cc2O)cc1 (stereo not drawn),16,i,i,i,.,i,i,i,1.4,i,i
Cc1cc(C(=O)Nc2ccc([N+](=O)[O-])cn2)cs1,5,i,i,i,i,i,i,i,3.2,i,i
Cc1ccnc(NC(=O)CCC(=O)N(CC(=O)NCC2CCCO2)Cc2ccc(F)cc2)c1 (stereo not drawn),7,i,i,i,.,i,i,i,.,i,i
COCCN(C(=O)CN1CCCc2ccccc21)c1c(N)n(Cc2ccccc2)c(=O)[nH]c1=O,11,i,i,i,i,i,i,i,0.2,i,i
Cc1ccc2nc(N=C(N)N)nc(C)c2c1,22,i,i,i,i,i,i,-9.4*,-0.8,i,i
CN1CCc2c(sc3c2c(NCc2ccco2)nc2nnnn23)C1,3,i,i,i,i,i,i,i,0.1,i,i
Cc1c(Cl)cccc1NC(=O)c1cccc(NC(=O)CCC(=O)O)c1,4,i,i,i,i,i,i,i,0.1,i,i
FC(F)(F)c1ccc(/C=N/n2c(C3CCCCC3)n[nH]c2=S)cc1,17,i,i,i,i,i,i,i,-0.1,i,i
CC(C)c1nnc(NC(=O)C2CCCN(C(=O)Nc3ccc(F)cc3)C2)s1 (stereo not drawn),27,i,i,i,i,i,i,i,-0.3,i,i
CC(=O)c1cc(CN2CCC(N3CCC(C(=O)NC(C)C)CC3)CC2)cs1,-7,i,i,i,i,i,i,i,-0.2,i,i
O=C(Nc1cccc(-c2nn[nH]n2)c1)c1ccc(Cl)s1,17,i,i,i,i,i,i,i,-0.5,i,i
Cc1ccc(N/C(N)=N/c2nc(C)cc(N3CCCCC3)n2)c(C)c1,21,i,i,i,i,34*,i,-8.9*,-1.1,i,i
COc1ccccc1CCN1CCCC(CN(C)C(=O)c2ccc3nc[nH]c3c2)C1 (stereo not drawn),19,i,i,i,i,i,i,i,-1.0,i,i
CCCC(O)(CCN1CCOCC1)c1ccc(Br)cc1 (stereo not drawn),15,i,-6*,i,i,i,i,-7.5*,0.0,i,i
C#CCOCCOCCOCCNc1nc(N2CCN(C(=O)[C@H]([C@@H](C)CC)n3cc(CCC(=O)O)nn3)CC2)nc(N2CCN(C(=O)[C@H](C)n3cc(CCCN=C(N)N)nn3)CC2)n1,10,i,i,i,i,i,i,i,0.0,i,i
c1ccc(Nc2cc(Nc3ccccc3)[nH]n2)cc1,-88*,i,i,i,i,i,i,i,0.0,i,i
COc1ccc(NC(=O)CSc2nnc(CNC(=O)c3ccco3)o2)c(OC)c1,6,i,i,i,i,i,i,i,-0.3,i,i
CCOCCCNC(=O)C1(O)c2ccccc2NC(=O)N1c1ccc(Cl)cc1 (stereo not drawn),8,i,i,i,i,i,i,i,0.7,i,i
O=C(c1ccc2c(c1)OCO2)N1CCN(c2ccccc2)CC1,14,i,i,i,i,i,i,i,2.2,i,i
CC(=O)N/C(=C/c1ccc2c(c1)OCO2)C(=O)NCCCO,17,i,i,i,i,i,i,i,-0.1,i,i
CCN(CC)C(=O)C1CCCN(Cc2nc(-c3cnccn3)no2)C1 (stereo not drawn),14,i,i,i,i,i,i,i,-0.2,i,i
COC(=O)c1sccc1NC(=O)c1ccc(OC)cc1,26,i,i,i,i,i,i,i,0.2,i,i
CCCC(=O)OCCn1c(Br)nc2c1c(=O)[nH]c(=O)n2C,40,i,i,i,i,i,i,i,-0.3,i,i
C=C(C)c1cccc(C(C)(C)NC(=O)N2CCN(CC)CC2)c1,0,i,i,i,i,i,i,i,0.5,i,i
COc1ccc(NC(=O)Cn2nnc(C(=O)NCc3cccs3)c2N)cc1Cl,25,i,i,i,i,i,i,i,-0.3,i,i
Cc1cc(Br)ccc1NS(=O)(=O)c1c(C)[nH]c(=O)[nH]c1=O,25,i,i,i,i,i,i,i,-1.0,i,i
Cc1ccccc1Nc1sc(C(=O)Nc2cccc(Cl)c2)c(N)c1C(N)=O,8,.,i,.,i,.,i,i,0.0,i,i
CC(NC(=O)CN1C(=O)NC(C)(c2cccc3ccccc23)C1=O)c1ccccc1 (stereo not drawn),16,i,i,i,i,i,i,i,-0.3,i,i
Cc1ccc(-c2nn(-c3cccc(F)c3)cc2CN(Cc2nccn2C)C(C)C)o1,14,i,i,i,i,i,i,i,0.8,i,i
CCCOc1ccc(N2C(=O)CC(S/C(N)=N/N=C(\C)c3cccs3)C2=O)cc1 (stereo not drawn),13,i,i,i,i,i,i,i,-0.6,i,i
CCc1cccc(CC)c1NC(=O)c1cc(CN2C(=O)c3ccccc3C2=O)ccc1OC,16,i,i,i,i,i,i,i,-0.8,i,i
Cc1nnc(NC(=O)CSc2nnc(CCNC(=O)c3ccccc3F)n2C)s1,24,i,i,i,i,i,i,i,2.2,i,i
O=C(CSc1ccc2ccccc2n1)NCCC1=CCCCC1,23,i,i,i,i,i,i,i,-0.2,i,i
CCN(CC)CCN(CC(=O)N(C1CCCCC1)C1CCCCC1)C(=O)c1ccco1,9,i,i,i,i,i,i,i,-0.1,i,i
CC(Cl)C(=O)Nc1cc(C(F)(F)F)ccc1N1CCOCC1 (stereo not drawn),15,i,i,i,i,i,i,i,0.2,i,i
CN1CCN(C(=O)/C(=C/c2ccc(N(C)C)cc2)NC(=O)c2ccccc2)CC1,19,i,i,i,i,i,i,i,-0.5,i,i
O=S(=O)(Nc1ccccc1)c1ccc2c(c1)CCO2,7,i,i,i,i,i,i,i,-0.2,i,i
CCCc1nn(C)c(C(=O)Nc2ccc(C(C)(C)C)cc2)c1Cl,-13,i,i,i,i,i,i,i,.,i,i
COC(=O)Nc1nn(-c2ccc(C)cc2)c(=O)c(C#N)c1C,2,i,i,i,i,i,i,i,1.0,i,i
COCCNC(=O)c1ccc(CS(=O)(=O)c2ccc(OC)cc2)o1,35,i,i,i,.,i,i,i,-0.2,i,i
CCOC(=O)c1ccc(NC(=O)NC2CCN(CC(=O)NCc3ccc4c(c3)OCO4)CC2)cc1,3,i,i,i,i,i,i,i,0.1,i,i
Cc1nn(C)c(C)c1CNC(=O)Nc1cccc(Cl)c1,24,i,i,i,i,i,i,i,3.4,i,i
CCN(CC)Cc1c(C(=O)N/N=C/c2cccnc2)nnn1-c1nonc1N,16,i,i,i,i,i,i,i,-0.6,i,i
Cc1ccc2ccc[n+](Cc3ccccc3)c2c1,8,i,i,i,i,i,i,i,-0.4,i,i
COc1ccc(C2=C(SC)CC2=NC(C)(C)C)cc1,11,i,i,i,i,i,i,i,0.5,i,i
Clc1ccc(-c2cnc3ccccc3n2)cc1,7,i,i,i,i,i,i,i,2.9,i,i
CCN=C1SC(CC(=O)Nc2ccc(C(F)(F)F)cc2)C(=O)N1CC (stereo not drawn),12,i,i,i,i,i,i,i,-0.1,i,i
O=C(Nc1ccc(N2CCN(C(=O)c3ccc(Cl)cc3)CC2)cc1)c1ccc(Br)o1,34,i,i,i,i,i,i,i,-2.9,i,i

# Screens from PubChem BioAssay.
